14-3-3 Bad inh = inhibitors of 14-3-3 zeta/Bad binding, primary screen, biochemical, TR-FRET, bovine 14-3-3 zeta. TR-FRET 14-3-3zeta/Dy647-pBad peptide displacement, 1 h. inhibition, % at 21.7 µM. 220,000 tested, 0.71% active. AID 781, 2007;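 active = inhibition above about 70%, limit read from the data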;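 note: 0% = full 14-3-3 plus peptide FRET controls and 100% = background without 14-3-3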
Target sequence (P63103 whole entry, looked up): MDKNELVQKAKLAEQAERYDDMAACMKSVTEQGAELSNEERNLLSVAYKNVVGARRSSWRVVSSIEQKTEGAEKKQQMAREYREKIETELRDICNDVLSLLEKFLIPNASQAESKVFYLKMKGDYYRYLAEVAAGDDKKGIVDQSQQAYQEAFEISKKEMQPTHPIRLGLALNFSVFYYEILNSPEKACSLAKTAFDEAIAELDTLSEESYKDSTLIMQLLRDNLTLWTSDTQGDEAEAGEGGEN
EP2 modulator = EP2 receptor modulators, cAMP readout, primary screen, cell-based, HTRF cAMP, PGE2 stimulation; Prostaglandin E2 receptor EP2 subtype (Homo sapiens), P43116; EP2-expressing cells, cAMP HTRF FRET, PGE2 co-stimulation; induction, % at 25 µM; 260,000 tested, 0.83% active; AID 940, 2007;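 active = compounds whose cAMP rise, as percent of the full-agonist control response, exceeds 60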;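 note: rat C6 glioma line stably carrying human EP2 under a CMV promoter; the protocol text gives 20 µM as final concentration; 100% = response of wells given 1 µM PGE2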
NPY-Y1 PAM-ag = NPY-Y1 receptor potentiators or agonists, primary screen, cell-based; activation, % at 3.6 µM; 220,000 tested, 0.37% active; Neuropeptide Y receptor type 1 (Homo sapiens), P25929; NPY-Y1 expressing cells, potentiator/agonist activation; in the data active = activation above about 33%, passing the limit was not always enough;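 note: cells stimulated with NPY at EC10 then isoproterenol at EC100; 0% = low agonist plus stimulus and 100% = saturating agonist plus stimulus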
TRPML3 ag = human TRPML3 channel agonists, primary screen, cell-based, HEK293 TRPML3-YFP, Fluo-8 calcium fluorescence, 3 µM. Mucolipin-3 (Homo sapiens), Q8TDD5. 100% = the carbachol control signal. activation, % at 3 µM. 220,000 tested, 0.29% active. AID 1448, 2008;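 active = activation above its plate's cutoff, the mean activation of the plate's test wells plus 3 SD, cut at about 12% in these data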;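 note: 0% = DMSO only wells and 100% = carbachol wells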
Target sequence (Q8TDD5 whole entry, looked up): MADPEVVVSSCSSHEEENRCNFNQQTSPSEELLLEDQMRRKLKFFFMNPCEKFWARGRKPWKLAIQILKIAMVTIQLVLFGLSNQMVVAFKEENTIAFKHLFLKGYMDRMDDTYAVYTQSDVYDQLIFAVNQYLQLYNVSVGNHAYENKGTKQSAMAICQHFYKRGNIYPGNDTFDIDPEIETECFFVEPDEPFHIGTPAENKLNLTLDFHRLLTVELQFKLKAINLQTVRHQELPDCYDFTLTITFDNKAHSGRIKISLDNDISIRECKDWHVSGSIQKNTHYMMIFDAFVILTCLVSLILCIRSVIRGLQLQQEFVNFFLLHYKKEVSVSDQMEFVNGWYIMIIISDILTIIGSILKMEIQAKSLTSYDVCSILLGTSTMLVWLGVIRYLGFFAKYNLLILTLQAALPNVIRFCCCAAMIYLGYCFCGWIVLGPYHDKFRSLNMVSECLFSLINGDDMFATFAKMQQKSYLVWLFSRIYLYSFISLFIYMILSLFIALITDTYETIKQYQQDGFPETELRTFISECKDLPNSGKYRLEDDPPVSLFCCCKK
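Test system: HEK293 cells stably carrying human TRPML3-YFP; Doses: single dose, 3 µM final nominal compound, 0.3% DMSO final; Schedule: dye loading 1 h 37 °C then 30 min ambient, 125 s read; Technique: Fluo-8 calcium fluorescence; Benchmarks: high control carbachol 87 µM, low control DMSO.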
PPC-1+TRAIL kill = compounds killing PPC-1 cancer cells with TRAIL present, primary screen, TRAIL potentiator project, ATPLite luminescence, uHTS | cell killing (% activity), % at 4 µM | AID 1443, 2008 | PPC-1 cells + TRAIL, ATPLite viability luminescence | 220,000 tested, 0.41% active;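 active = cell killing above 50% in the first pass at 4 µM, then a duplicate retest at 5 µM averaging 50% or more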;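 note: plate controls were cells with TRAIL plus DMSO for no effect and medium-only wells lacking cells for full effect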
CHOP inhibitor = inhibitors of CHOP promoter induction, primary screen, cell-based, unfolded protein response, luciferase reporter | CHO-K1 CHOP-promoter luciferase, tunicamycin-induced, 15-18 h | inhibition, % at 10 µM | 220,000 tested, 3.8% active;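 active = compounds that reduced the stress-induced luciferase reporter signal by more than about 70% of percent inhibition, limit read from the data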;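 note: 0% = tunicamycin plus vehicle and 100% = wells without tunicamycin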
NPY-Y1 antag = NPY-Y1 receptor antagonists, primary screen, cell-based; Neuropeptide Y receptor type 1 (Homo sapiens), P25929; HEK293-CNG Y1 cells, membrane potential fluorescence; NPY at EC95, then isoproterenol; inhibition, % at 3.6 µM; 200,000 tested, 1% active; AID 1040, 2008;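 active = inhibition above the campaign mean inhibition of all tested compounds plus 3 SD, cut at about 20% in these data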;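 note: 0% = DMSO wells given NPY plus isoproterenol and 100% = isoproterenol alone without NPY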
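Assay system: HEK293 cells with Y1 receptor plus CNG channel | Probe or stimulus: NPY (25 nM), isoproterenol (1 µM), Ro 20-1724 (25 µM) | Timing: Compound incubation 1 h at room temperature, readout 45 min post-stimulation | Measured by: Membrane-potential fluorescent dye readout | Benchmarks: High control isoproterenol alone, low control NPY with isoproterenol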
PGE2 EP2 inh = human EP2 receptor antagonists, primary screen, TR-FRET cAMP, C6 glioma cells | Prostaglandin E2 receptor EP2 subtype (Homo sapiens), P43116 | C6 glioma cells expressing human EP2; cells stimulated with saturating PGE2 | inhibition, % at 25 µM | 260,000 tested, 0.52% active;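 active = percent inhibition above 40 after rounding to a whole number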;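 note: rat C6 glioma host cells with rolipram phosphodiesterase inhibitor present; the protocol text gives 20 µM as final concentration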
zfTRPN1 agonist = zebrafish TRPN1 channel agonists, primary screen, cell-based, HEK293, calcium fluorescence; transient receptor potential cation channel N1 (TRPN1/NompC), Danio rerio; HEK293 zebrafish TRPN1-YFP, Fluo-8 calcium fluorescence; 100% = response to 87 µM carbachol; activation, % at 3 µM; 220,000 tested, 0.18% active; AID 1424, 2008;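 active = activation above its plate's cutoff, the mean activation of test wells on that plate plus 3 SD, cut at about 19% in these data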;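 note: 0% = DMSO alone and 100% = 87 µM carbachol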
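Control set: carbachol 87 µM as high control, DMSO as low control; system: HEK293 stable line with zebrafish TRPN1-YFP; read-out: % activation versus carbachol response; detection: intracellular calcium fluorescence with Fluo-8; doses: single test compound dose, 3 µM nominal, 0.3% DMSO; schedule: dye 1 h 37 °C plus 30 min RT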
* marks the source's active call; other numbers are inactive results; . = not tested or not shown; & = joins results of further samples; [ ] = remark or other dose.

SMILES	14-3-3 Bad inh	EP2 modulator	NPY-Y1 PAM-ag	TRPML3 ag	PPC-1+TRAIL kill	CHOP inhibitor	NPY-Y1 antag	PGE2 EP2 inh	zfTRPN1 agonist
COn1c(-c2ccc(Cl)cc2)nc2ccc(Cl)cc21	6[fluorescence artefact?]	7	-33	0.2	3	74*	9	11	-2.4
N/C(=N\OC(=O)COc1ccc([N+](=O)[O-])cc1)c1ccc(Br)cc1	3	22	-6	0.1	5	28	-1	15	0.9
Cc1ccc(C)c(N2CC(=O)N(c3cc(C)ccc3C)CC2=O)c1	-3	7	11	0.0	4	18	-1	4	0.6
CCOc1cccc(C(=O)NC(=S)Nc2ccc(Cl)cc2C(=O)O)c1	-9	5	3	2.0	30	20	8	4	1.0
O=c1oc(-c2ccccc2NS(=O)(=O)c2ccc(Cl)cc2)nc2ccccc12	0	17	14	-0.8	-13	21	.	10	-1.6
CC(NC(=O)c1ccccc1Cl)C(=O)O (centres undefined)	12	-5	15	0.2	3	-10	-2	9	0.1
O=C(c1ccccc1Cl)N1CCC(c2nc3c(nnn3Cc3ccco3)c(=O)[nH]2)CC1	5[fluorescence artefact?]	8	7	0.3	8	52	1	11	0.5
CCc1ccc(N(C(=O)c2csnn2)C(C(=O)NCc2ccccc2)c2ccco2)cc1 (centres undefined)	95*[fluorescence artefact?]	32	0	-0.5	34	-5	2	7	-0.9
CCCN1CCN(C(=O)Cn2c(=O)oc3cc(S(=O)(=O)NCc4ccccc4)ccc32)CC1	2	-3	0	0.3	18	-21	6	11	1.3
CCn1c(COc2ccc(OC)cc2)nnc1SCc1nc2ccccc2c(=O)[nH]1	-7	6	15	1.1	24	3	1	10	-0.5
S=c1[nH]nc(Cc2sc(-c3ccccc3)nc2-c2ccccc2)o1	-9	2	-3	0.0	-6	29	2	.	-1.3
Clc1ccc(-c2cnc3n2CCCCC3)cc1	-5	1	-12	1.5	-30	9	-1	8	4.0
CC(=O)c1sc(-c2ccc(Cl)cc2)nc1C	-10	-11	-3	0.5	-5	7	3	15	-0.3
COc1ccc(-c2nc(CSCC(=O)NC3CCCc4ccccc43)c(C)o2)cc1OC (centres undefined)	-5	-41	-3	-1.2	0	0	5	9	-1.9
CC1Cc2ccccc2N1C(=O)Cn1cc([N+](=O)[O-])cn1 (centres undefined)	2	-4	9	0.5	30	-30	5	7	-1.5
O=C(c1ccccc1)c1ccc(OCC(O)CN2CCCCC2)cc1 (centres undefined)	7	-9	3	1.1	16	12	6	11	-0.5
CCS(=O)(=O)c1ccc(O)c(NC(=O)c2cc(OC)c(OC)c(OC)c2)c1	-2	7	4	1.2	6	2	1	9	0.7
CN(C)c1ccc(C2NCCS2)cc1 (centres undefined)	1[fluorescence artefact?]	-12	6	-0.3	2	15	4	8	1.0
O=C(COC(=O)c1nc(Cl)ccc1Cl)Nc1ccccc1OC(F)F	1	-15	-18	-0.2	7	-5	-6	10	-0.4
COc1cc(NC(=S)Nc2ccccn2)cc(OC)c1OC	1	-4	-10	-0.1	-2	-1	9	0	-0.2
CCn1c(=NC(=O)CN2C(=O)CCC2=O)sc2c(OC)ccc(OC)c21	-12	12	13	0.0	-18	-3	3	10	1.2
O=[N+]([O-])c1ccc2nnn(O)c2c1	40	0	-1	0.2	11	-2	6	8	0.3
COC(=O)c1ccc(NC(=O)CN(C)S(=O)(=O)c2ccc(OC)c(C)c2)cc1	3	-40	-9	-1.6	-10[5 µM]	48	-2	9	-3.0
COc1ccc2cnn(Cc3ccccc3)c(=O)c2c1OC	1	-2	13	0.6	7	5	0	1	0.9
Cn1c(CNc2ccc(Cl)cc2)nnc1SCC#N	-10	-33&8	8	0.0	19	1	0	9&7	1.3
CC(=O)c1ccc(NC(=O)Nc2ccc([N+](=O)[O-])cc2)cc1	14[fluorescence artefact?]	-80	2	2.1	7	12	-7	11	2.4
O=S(CC1CC1(Cl)Cl)CC1CC1(Cl)Cl (centres undefined)	1	4	-41	0.1	13	6	0	6	3.1
CCOCCCNCc1ccc(OCc2ccccc2C)c(OC)c1	-8	-16	11	2.0	6	25	1	11	0.8
CC(C)N(C(=O)NC(=O)Nc1ccc(S(=O)(=O)N2CCCC2)cc1)S(C)(=O)=O	-3	-5	2	0.9	-3	4	1	6	0.6
CCN1C(=O)/C(=C/c2cccs2)N(C)C1=S	-10[fluorescence artefact?]	-6	-9	-0.2	23	36	5	7	-2.2
CC(=O)Oc1ccc(/C=N/NC(=O)CCSc2ccccc2)cc1	-5	-80	4	-0.3	15	-9	0	9	-1.3
O=C(Nc1ccccc1N1CCOCC1)c1cccc(F)c1	-7	1	6	0.2	-9	-5	6	16	1.2
COc1ccc(C(=O)COC(=O)C(CCSC)NS(=O)(=O)c2ccc(Cl)cc2)cc1 (centres undefined)	1	70*	-14	1.3	5	41	2	9	1.7
CNS(=O)(=O)c1cccc(C(=O)OC2CCCCC2=O)c1 (centres undefined)	-6	4	9	1.0	-10	30	-6	17	-0.3
Cc1ccnc(N/N=C/c2ccccc2)n1	-5[fluorescence artefact?]	-2	-8	0.6	-3	-14	9	8	2.1
COc1ccc(C(=O)Nc2ccncc2)cc1OC	0	47	9	0.7	13	32	-1	8	2.3
Cc1cc(C)n(-c2nc3ccccc3nc2N2CCN(C(=O)c3ccccc3)CC2)n1	3	-50	-8	0.1	-19	6	1	7	1.1
O=C(NC1C(=O)NNC1c1ccccc1)c1ccccc1 (centres undefined)	5	33	10	0.8	10	9	2	8	-1.6
Cc1ccc([N+](=O)[O-])c2c1C(N1CC(C)OC(C)C1)C(C)(C)O2 (centres undefined)	-10	44	6	0.7	4	19	1	7	-1.2
CCOc1ccc(S(=O)(=O)Nc2nc3ccccc3nc2-n2ccc(=NC(=O)c3cccs3)cc2)cc1	-104	0	8	7.9	1	7	-6	45*	14
COCCCn1c(SCC(=O)N(C)C)nnc1-c1ccccc1	9	-2	5	0.0	24	-39	-1	5	-0.3
Cc1cccc(NC(=O)Cn2cccc2)c1	-7	-2	4	1.5	-6	18	-4	8	1.0
S=C(Nc1ccccc1)c1nc2ccccc2s1	1	3	-12	0.7	15	18	-4	-1	1.1
C#CCNC(=O)C1=C[C@H](c2csc3ccccc23)C[C@H](OCCCCO)O1	6	-15	-7	0.5	13	27	1	9	-0.1
O=C(CNC1CCCCCC1)Nc1ccccc1N1CCCCC1	57	-17	12	1.2	8	98*	11	8	-3.1
Cc1ccc(CNS(=O)(=O)c2cn(C)cn2)cc1	-2	5	17	-0.3	9	-6	2	1	-0.5
Cc1cc(C)c2c(=O)[nH]c(SCC(=O)N3CCCCC3)nc2n1	3	11	-20	0.6	-2	-9	-3	7	-0.8
O=C(CCCn1cnc([N+](=O)[O-])n1)Nc1cccc(O)c1	-6	31	11	1.1	19	-21	-1	12	-0.2
CCCS(=O)(=O)N1CCN(CC2CC3C=CC2C3)CC1 (centres undefined)	72*	-5	-3	1.2	6	25	6	12	0.2
O=C(Nc1ccc(N2CCCC2)c(Cl)c1)c1ccco1	19[fluorescence artefact?]	-23	0	-0.2	24	28	0	13	-0.6
O=C(CN1CCC(NC(=O)c2ccccc2F)CC1)Nc1ccc2c(c1)OCCO2	-11	-15&-83	-6	0.9	9[5 µM]	16	-3	8&10	0.3
Cc1ccc(C2C(C#N)=C3N=C(N)c4ccccc4N3C3=C2C(=O)CCC3)cc1 (centres undefined)	26	18	-2	0.2	5	-6	.	8	2.2
CNC(=O)CN(c1ccc(C(C)C)cc1)S(C)(=O)=O	-7	21	-4	0.5	-5	-10	5	2	0.8
CCn1c(=O)c(C)nn2c3ccccc3nc12	37	12	5	0.5	16	19	8	15	0.8
Cc1ccc2nc(-c3ccccc3N)[nH]c2c1	4	-55	1	0.0	47	2	-2	1	-1.4
COc1ccc2nc(SCC(=O)NC(C)(C)C)[nH]c2c1	10	21	-8	-0.4	47	-1	2	9	3.2
C=CCN1C(=Nc2cccnc2)SCC1(O)c1ccc(C)cc1 (centres undefined)	5	32	-5	1.0	-29	.	20	11	2.1
Cc1cc(NC(=O)COC(=O)c2c(C)noc2C)ccc1Br	2	-20	-1	-0.5	14	-16	-2	4	0.5
CSc1ncccc1C(=O)OCC(=O)c1cc2ccccc2o1	8	-5	21	0.3	-1	-23	1	7	0.0
O=C(NNC(=O)c1cc2cc(Br)ccc2oc1=O)c1ccc(O)cc1	-24	-5	-2	0.6	17	27	0	4	-0.2

Carrying on.
SMILES	14-3-3 Bad inh	EP2 modulator	NPY-Y1 PAM-ag	TRPML3 ag	PPC-1+TRAIL kill	CHOP inhibitor	NPY-Y1 antag	PGE2 EP2 inh	zfTRPN1 agonist
COc1ccc(NC(=O)COC(=O)c2ccco2)c([N+](=O)[O-])c1	0	-12	3	0.3	2	-1	-4	6	2.1
Cc1nn(-c2ccccc2)c2sc(C(=O)NCCN3CCOCC3)cc12	.	.	-9	0.4	14	.	5	15	-0.1
CC1N(C)c2cc(NC(=O)c3ccco3)c(P(=O)(Nc3ccc([N+](=O)[O-])cc3)N3CCOCC3)cc2C1(C)C (centres undefined)	-24	-21	37*	1.6	9	25	-9	6	3.6
CCSc1ccccc1C(=O)NCc1ccc2c(c1)OCO2	4[fluorescence artefact?]	32	-5	-0.5	1	5	-6	6	-1.1
Cc1ccc(NC(=O)CN2C(=O)NC(Cc3ccccc3)C2=O)c(Br)c1 (centres undefined)	-8	0	10	1.0	14	37	-9	4	1.2

3 of the entries above in order of the CHOP inhibitor value, falling.
SMILES	14-3-3 Bad inh	EP2 modulator	NPY-Y1 PAM-ag	TRPML3 ag	CHOP inhibitor	NPY-Y1 antag
O=C(NNC(=O)c1cc2cc(Br)ccc2oc1=O)c1ccc(O)cc1	-24	-5	-2	0.6	27	0
Cn1c(CNc2ccc(Cl)cc2)nnc1SCC#N	-10	-33&8	8	0.0	1	0
CCn1c(=NC(=O)CN2C(=O)CCC2=O)sc2c(OC)ccc(OC)c21	-12	12	13	0.0	-3	3

Screening results (PubChem BioAssay)

Some of the compounds tested. The share of hits here may be higher or lower than overall.
